Pin1 inhibitor: human Pin1 inhibition. Q13526. Pin1 FP peptide displacement, HiFluor488, 10 min. Potency, µM (titrated, usually from 115 µM), for the others: at the top dose activity, negative = inhibition, actives largely listed as inhibitors. 0.009% of 390,000 active. AID 504891; active means well fitted inhibition curve with a large enough effect in the polarisation, with a control signal flat, not every such curve was filed as active; inconclusive means small, poorly fitted or top-dose-only effect, or effect the other way, or a change in a side signal; inactive means no such curve, though single readings can be large or run the other way; the % refers to the polarisation; further: potency means the concentration at half of the fitted maximal effect; on the % scale 0 is the no-effect control and ±100 the full control effect
HP1b chromo inh: HP1-beta chromodomain-methylated histone interaction inhibition; P83916; AlphaScreen HP1-beta / biotin-H3K9me3 peptide binding; 0.56% of 390,000 active; AID 540317; Potency, µM (top dose mostly 114 µM), inactives show at the highest dose activity change, negative = inhibition, actives largely listed as inhibitors; further: potency means the concentration at half of the fitted maximal effect; nearly all actives have a fitted effect of over 70% in size; inactives centre near 23
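HP1-beta protein (50 nM final) preincubated 30 min at room temperature with biotinylated H3(1-18)K9me3 peptide (50 nM) in PBS pH 7.4, 0.01% Tween-20, then compound added for 30 min. AlphaScreen streptavidin donor/nickel chelate acceptor beads (10 ug/mL final), 30 min dark, luminescence read.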
JMJD2A Tudor inh: inhibitors of human JMJD2A Tudor domain. Potency, µM (top dose mostly 114 µM), for the others: at the highest dose activity change, negative = inhibition, most hits filed as inhibitors. AlphaScreen JMJD2A-Tudor / H3K4me3 peptide binding. 4.4% of 390,000 active. O75164; further: potency means the concentration at half of the fitted maximal effect; on the % scale 0 is the no-effect control and ±100 the full control effect; nearly all actives have a fitted effect of over 50% in size
BAZ2B inh: inhibitors of human BAZ2B bromodomain; Q9UIF8; AlphaScreen BAZ2B-H3K14Ac peptide displacement; Potency, µM (doses to about 114 µM), for inactives: top-dose activity change, negative = inhibition, most hits filed as inhibitors; 4.4% of 360,000 active; AID 504333; further: potency means the concentration at half of the fitted maximal effect; on the % scale 0 is the no-effect control and ±100 the full control effect; nearly all actives have a fitted effect of over 60% in size
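AlphaScreen luminescence quantifies BAZ2B engagement of H3K14Ac peptide; the protein and biotinylated peptide are both at 50 nM final, buffer PBS pH 7.4 with 0.01% Tween-20, all steps at room temperature.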
PGK inhibitor: T. brucei PGK inhibition; P07378; Potency, µM (titrated, usually from 57.5 µM), for the others: at the highest dose activity change, negative = inhibition, hits mostly inhibitors; 0.043% of 380,000 active; AID 602233; PGK/GAPDH coupled, Kinase-Glo luminescence, 60 min; further: potency means the concentration at half of the fitted maximal effect; on the % scale 0 is the no-effect control and ±100 the full control effect; nearly all actives have a fitted effect of over 60% in size
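Recombinant glycosomal PGK reaction used 1,3-bisphosphoglycerate generated in-well by GAPDH (100nM final) in 100mM TEA pH 7.6, 5mM MgCl2, 0.01% Tween-20. After 60 minutes at room temperature, ATP was read by Kinase-Glo Plus luminescence end-point.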
ERG-DNA inh: blocks human ERG Ets domain binding to DNA | P11308 | 0.028% of 370,000 active | AID 624246 | fluorescence polarization, His-ERG Ets domain / labelled DNA | Potency, µM (doses to about 76.9 µM), for the others: at the highest dose FP activity, negative = inhibition, most hits filed as inhibitors; active means well fitted inhibition curve with a large enough effect in the polarisation, with a control signal flat; inconclusive means small, poorly fitted or top-dose-only effect, or effect the other way, or a change in a side signal; inactive means no such curve, though single readings can be large or run the other way; the % refers to the polarisation;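 further: polarization taken with two DNA probes labelled with fluorescein and Texas red; potency means the concentration at half of the fitted maximal effect; % of control where 0% means no effect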
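His-tagged ERG Ets domain (1 uM in the protein solution; 300mM KCl, 50mM Tris-HCl, 1mM EDTA, 1mM DTT, pH 7.5) received compound, then a probe mix of 5 nM fluorescein-DNA and 100nM Texas-615-DNA. Fluorescence polarization was read for both dyes.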
G9a block: blocks human histone lysine methyltransferase G9a. AID 504332. Potency, µM (highest dose often 102 µM), inactives show at the top dose activity, negative = inhibition, hits mostly inhibitors. G9a H3K9 monomethylation, AlphaScreen, 2 h. 8.8% of 350,000 active; further: potency means the concentration at half of the fitted maximal effect; on the % scale 0 is the no-effect control and ±100 the full control effect; nearly all actives have a fitted effect of over 75% in size
Target sequence (Q96KQ7 913-1193 limits assumed): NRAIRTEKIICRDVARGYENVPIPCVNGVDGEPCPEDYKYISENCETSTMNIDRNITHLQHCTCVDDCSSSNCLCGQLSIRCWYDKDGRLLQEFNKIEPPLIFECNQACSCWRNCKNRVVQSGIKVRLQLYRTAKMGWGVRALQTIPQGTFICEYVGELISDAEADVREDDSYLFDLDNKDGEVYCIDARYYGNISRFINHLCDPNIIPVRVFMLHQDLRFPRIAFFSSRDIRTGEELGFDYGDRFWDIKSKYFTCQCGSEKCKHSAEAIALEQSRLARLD
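AlphaScreen read-out: biotin-H3K9 peptide (500 nM) methylation by 20 nM enzyme with 20 uM SAM, 2 h at room temperature after 15 min compound preincubation; anti-monomethyl H3K9 antibody plus donor/acceptor beads, 10 min dark.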
GLS inhibitor: blocks human kidney-isoform glutaminase activity. GLS enzymatic activity, qHTS titration. Potency, µM (highest dose often 45.5 µM), for the others: top-dose activity change, negative = inhibition, usual class: inhibitors. 0.21% of 410,000 active. AID 624170; further: potency means the concentration at half of the fitted maximal effect; on the % scale 0 is the no-effect control and ±100 the full control effect
Target sequence (O94925 whole entry, looked up, canonical isoform): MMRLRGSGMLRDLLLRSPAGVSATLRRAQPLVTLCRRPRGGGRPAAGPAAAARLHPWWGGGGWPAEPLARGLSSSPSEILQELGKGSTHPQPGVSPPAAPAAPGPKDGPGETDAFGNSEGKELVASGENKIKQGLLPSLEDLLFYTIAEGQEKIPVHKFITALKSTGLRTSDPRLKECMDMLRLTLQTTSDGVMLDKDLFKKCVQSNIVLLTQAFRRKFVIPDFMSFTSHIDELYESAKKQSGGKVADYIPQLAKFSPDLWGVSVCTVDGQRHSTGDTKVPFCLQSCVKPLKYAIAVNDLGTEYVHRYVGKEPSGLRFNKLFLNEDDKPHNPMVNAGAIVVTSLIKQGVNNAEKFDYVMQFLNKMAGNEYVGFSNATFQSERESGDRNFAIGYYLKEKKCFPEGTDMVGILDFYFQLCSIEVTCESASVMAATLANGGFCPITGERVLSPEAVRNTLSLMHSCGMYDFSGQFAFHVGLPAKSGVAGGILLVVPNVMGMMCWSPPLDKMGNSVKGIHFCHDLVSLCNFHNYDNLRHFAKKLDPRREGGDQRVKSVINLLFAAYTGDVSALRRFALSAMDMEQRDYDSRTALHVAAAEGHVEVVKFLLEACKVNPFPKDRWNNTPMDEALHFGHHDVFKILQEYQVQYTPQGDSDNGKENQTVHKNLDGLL
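hKGA; 45 mM KH2PO4 pH 8.2 + 0.02% Tween-20; cpd via pin tool; 1 mM Gln soln; GluOx/HRP/Amplex Red; RT 30 min; fluor. t0 & final.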
PI4K2A inh: inhibitors of human PI4K2A | Q9BTU6 | purified PI4K2A, ADP-Glo luminescence, 1 h; stronger effect = lower value | activity change, negative = inhibition, % at 76.9 µM | 0.13% of 420,000 active | AID 1346378; in the data active means activity change below about -50%; inconclusive means mostly about -30% to -49%;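 further: -100% = wells without enzyme as full effect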
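Compounds are screened against recombinant PI4K2A using PI as substrate and ATP, the latter dispensed at 300 microM. Reactions run one hour at ambient temperature before ADP-Glo detection; full inhibition defined by wells lacking enzyme.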
An asterisk follows results filed as active; i = inactive; ? = inconclusive; nt = not tested or not shown; [ ] = dose if it differs, or a comment. Unless noted, the call rests on the fitted dose curve; in most records, active means well fitted curve in the direction sought with a large enough effect; inconclusive means small, poorly fitted or top-dose-only effect, or another doubt; inactive means no such curve, though single readings can be large; an effect the other way counts as inactive or inconclusive.

SMILES	Pin1 inhibitor	HP1b chromo inh	JMJD2A Tudor inh	BAZ2B inh	PGK inhibitor	ERG-DNA inh	G9a block	GLS inhibitor	PI4K2A inh
Cc1noc(C)c1COc1ccccc1C(=O)NNC(=O)C(C)Oc1ccccc1F (stereo not drawn)	1%	25%	-14%	9%	i	1%	5%	11%	1
Cc1ccccc1CNC(=O)Cn1c(C)c2cnn(-c3ccccc3)c(=O)c2c1C	23%	9%	-7%	-16%	nt	0%	-33%[59 µM]	-2%	1
COC(=O)Cc1cc(=O)[nH]c(/N=C(\N)Nc2ccccc2C)n1	-2%	42%[activator]	-28%	12%	nt	nt	?	-1%	-7
CCCCNS(=O)(=O)NC(=O)C1=C(N2CCCC2)COC1=O	3%	27%	-19%	11%	4%	-4%	1%[2.33 µM]	-2%	2
COc1cccc(NC(=O)CSc2nc3ccccc3c(=O)n2CCCC(=O)NCC2CCCO2)c1 (stereo not drawn)	-4%	25%	6%	-3%	-3%	-9%	nt	-14%	7
CCOC(=O)C1(Cc2ccccc2)CCCN(Cc2ccc(OCCO)cc2)C1 (stereo not drawn)	-3%	35%	-8%	26%	0%	-6%	23%	-4%	0
Nc1c2c(nn1-c1ccc(F)cc1)CSC2	14%	8%[57 µM]	-24%	-22%	i	10%	45%[activator]	13%	4
CS(=O)(=O)c1ccc2nc(NC(=O)c3cc([N+](=O)[O-])cc([N+](=O)[O-])c3)sc2c1	3%	16%	-13%	-22%	9%	1%	12%[0.501 µM]	0%	-1
O=C(COC(=O)c1ccc2ccccc2n1)NCc1ccccc1	1%	23%	-3%	-14%	9%	-8%	18%	0%	2
C(=C\c1ccccc1)/C=N/N1CCN(Cc2ccccc2)CC1	-10%	?	50µM*	35µM*	-1%	-6%	45µM*	-7%	-3
CC(C)(C)[C@@H]1CCC(=O)N(CC[C@H](Sc2ccccc2)c2ccccc2)CC1	?	73%[activator]	24%	6%	7%	-4%	nt	1%	0
CCCCN(C)CCC(=O)Nc1ccc(OC)cc1OC	1%	19%	-14%[57.1 µM]	1%	-3%	-3%	5%[59 µM]	24%	5
CCNc1ccc(S(=O)(=O)N(C)C)cc1NCC(=O)Nc1ccccc1Br	-1%	-2%	-35%	?	-4%	2%	-35%	?	1
Cn1c(SCC(=O)Nc2ccccc2F)nnc1-c1cc2ccccc2o1	3%	3%	-12%	0%	-4%	-3%	-1%	5%	-1
CCN(CC)C(=O)COc1ccc(/C(C)=N/NC(=O)c2ccccc2Br)cc1	-4%	21%	-9%	1%	0%	-9%	8%	1%	2
COc1ccc(C2(CNC(=O)/C=C\c3ccco3)CCCC2)cc1OC	16%	14%	-26%	-34%	-8%	-1%	13µM*	-10%	-7
CC(C)CN1CCN(Cc2ccc(Oc3ncccn3)cc2)CC1CCO (stereo not drawn)	-11%	16%	-4%	-1%	0%	-6%	?	11%	1
Cc1ccnc(-n2sc3ccccc3c2=O)n1	9%	-26%	6.3µM*	25µM*	i	6%	1µM*	10µM*	-15
O=C(NCc1ccc(C(F)(F)F)cc1)C12CN(Cc3ccccc3)CC1C(c1cccc([N+](=O)[O-])c1)=NO2 (stereo not drawn)	4%	5%	-24%	-24%	-9%	20%	?	3%	-5
CCOC(=O)c1cccc(NC(=O)CCc2c(C)nn(-c3ccc(N4CCCC4)nn3)c2C)c1	1%	-2%	-29%	-34%	-4%	2%	13%[59 µM]	7%	-10
COC(=O)c1ccc(NC(=O)C(=O)N2CCN(C(=S)Nc3ccccc3OC)CC2)cc1	-2%	28%	-3%	-3%	-17%	8%	6%	10%	-1
Cc1ccccc1NC(=S)N1CCC(C(=O)c2ccc(F)cc2)CC1	-2%	11%	-5%	1%	nt	nt	8%[59 µM]	9%	1
Cc1ccc(-n2c(-c3ccccc3)nnc2-c2cccs2)cc1	-2%	19%	-6%	0%	4%	nt	0%[59 µM]	6%	3
N/C(=N\c1nc2ccccc2o1)NC(=O)c1cccc(Cl)c1	6%	25%	-8%	0%	-5%	-8%	7%	0%	0
COC(=O)C1=C(C)NC(=O)NC1c1ccsc1 (stereo not drawn)	7%	19%	14%	7%	-2%	10%	46%[12.7 µM]	9%	5
(further entries)
SMILES	Pin1 inhibitor	HP1b chromo inh	JMJD2A Tudor inh	BAZ2B inh	PGK inhibitor	ERG-DNA inh	G9a block	GLS inhibitor	PI4K2A inh
CCOC(=O)N1CCN(C(=O)c2ccc(N(C)S(C)(=O)=O)cc2)CC1	-13%	30%	-10%	1%	-4%	-21%	0%[59 µM]	0%	5
Cc1ccccc1N1C(=O)CC(Sc2nnc(-c3ccccc3)o2)C1=O (stereo not drawn)	1%	-2%	-6%	-5%	-7%	10%	7.9µM*	-1%	9
CC1(C)C2CCC1(CS(=O)(=O)NCc1ccc(S(N)(=O)=O)cc1)C(=O)C2 (stereo not drawn)	3%	29%	2%	-1%	6%	1%	-13%	9%	1
Cc1cc(OCC(=O)N[C@@H](CSCc2ccccc2)C(=O)O)c2c(C)c(C)c(=O)oc2c1	3%	19%	-18%	-34%	-4%	5%	?	14%	-15
Cc1occc1-c1nnc(SCC(=O)N2CCCCC2C)o1 (stereo not drawn)	-5%	30%	-11%	13%	0%	-10%	-5%[12.7 µM]	1%	1
COc1ccc(CCC(=O)NCCc2cn3c(C)csc3n2)cc1	-2%	35%	-6%	-4%	-3%	1%	-8%	-4%	-2
COC(=O)c1ccccc1NC(=O)CCCn1nc([N+](=O)[O-])c(Br)c1C	1%	21%[57 µM]	-14%	-22%	5%	4%	1%[59 µM]	0%	-2
CC(=O)N1CCc2cc(S(=O)(=O)CCC(=O)N3CCN(c4cccc(C)c4C)CC3)ccc21	-4%	26%	-5%	nt	-1%	-3%	-2%[59 µM]	13%	-1
CN1C(=O)C(C)(C)c2cc(S(=O)(=O)NCC3CCC(C(=O)NCc4ccc(F)cc4)CC3)ccc21 (stereo not drawn)	-1%	65%[activator]	-7%	-8%	2%	5%	19%	-6%	2
CSCCC(NC(=O)c1cccc(C)c1)C(=O)OCC(=O)NC(=O)c1cccn1C (stereo not drawn)	4%	15%	-18%	-20%	i	8%	?	-1%	-4
O=C(CSc1nnc2n1CCCN2C(=S)Nc1ccc(Cl)cc1)c1ccccc1	-1%	-15%	?	10%	-1%	6%	-10%[59 µM]	3%	2
CCOC(=O)C1=C(CS(=O)(=O)c2c(C)cc(C)cc2C)NC(=O)NC1c1cccc(OC)c1 (stereo not drawn)	-2%	39%[activator]	-25%	-7%	-4%	11%	-37%[59 µM]	-8%	-1
CCn1c(COc2ccc3c(c2)OCO3)nnc1SCC(=O)c1ccccc1	3%	13%	-18%	?	1%	-2%	11µM*	9%	10
COC(=O)[C@]1(Cc2ccccc2)N[C@H](CN(C)C(=O)c2ccccc2)[C@@H]2C(=O)N(Cc3ccccc3)C(=O)[C@@H]21	9%	43%[activator]	-10%	nt	-9%	13%	nt	-10%	-3
CCOc1ccc(C2c3c(oc4ccccc4c3=O)C(=O)N2Cc2ccc3c(c2)OCO3)cc1 (stereo not drawn)	0%	17%	-15%	-7%	-6%	2%	-17%[59 µM]	-4%	0
COC(=O)C1CSC(C(=O)OC)N1C(=O)Nc1c(C)cccc1C (stereo not drawn)	-9%	9%	-20%	10%	i	5%	16%[59 µM]	13%	1
Cc1ccc(C(=O)CSc2nnc(-c3ccco3)n2Cc2ccccc2)cc1	6%	-23%	?	-10%	5%	-3%	-8%[12.7 µM]	?	-3
CCOc1ccc(NC(=O)CNC(=O)COc2ccccc2)cc1	-1%	19%	-17%	13%	1%	2%	-16%	5%	-3
Cc1ccc(OC(F)F)c(NC(=O)Nc2ccc3c(c2)OCO3)c1	-6%	0%	-24%	-16%	-9%	2%	21%	0%	1
Cc1cc([N+](=O)[O-])nn1CC(=O)NCCCn1ccnc1	-1%	7%	-17%	?	-9%	7%	-10%	1%	-1
CCc1ccc(N2CC(C(=O)Nc3cc(C)ccc3F)CC2=O)cc1 (stereo not drawn)	10%	8%	0%	38%[activator]	5%	nt	20%[59 µM]	11%	-5
O=C(Nc1ccc(Cl)cn1)c1ccc(-c2cc(Cl)ccc2Cl)o1	3%	42%[activator]	7%	-1%	i	-4%	1%	-5%	1
O=C(O)CC(C(=O)O)c1ccc(OCCCCOc2ccc(C(CC(=O)O)C(=O)O)cc2)cc1 (stereo not drawn)	?	12%	?	-30%	-6%	-9%	79µM*	0%	1
Cc1csc(SCC(=O)NC2CCCCC2)n1	0%	43%[activator]	-25%	8%	2%	0%	?	0%	-4
CCCCOC(=O)c1ccc(NC(=S)NC(=O)c2ccco2)cc1	1%	-4%	-30%	?	-2%	3%	-46%	11%	-5
Cc1c(NC(=O)CN2C(=O)c3ccc([N+](=O)[O-])cc3C2=O)c(=O)n(-c2ccccc2)n1C	3%	26%	4%	-6%	5%	9%	5%	-7%	-1
O=C(COC(=O)c1ccccc1-n1cnnn1)c1ccc(Br)cc1	2%	11%	-25%	-6%	-4%	7%	-1%	7%	-1
CSc1nc(C)cc(SC(C(C)=O)C(=O)Nc2ccccc2)n1 (stereo not drawn)	8%	-50%	56µM*	?	-1%	-3%	-17%[0.0925 µM]	-2%	1
